High-throughput results (PubChem BioAssay)
ALDH1A1 block: qHTS Assay for Inhibitors of Aldehyde Dehydrogenase 1 (ALDH1A1) | 220,000 compounds, 7.3% hits | Potency, µM (doses to about 75.3 µM), for the others: at the highest dose activity, negative = inhibition, hits mostly inhibitors | AID 1030, 2008 | Purified ALDH1A1, NADH fluorescence, propionaldehyde substrate | Aldehyde dehydrogenase 1A1 (Homo sapiens), P00352; active = well fitted inhibition curve with a large enough effect, not every such curve was filed as active; inconclusive = small, poorly fitted or top-dose-only effect, or another doubt; inactive = no such curve, though single readings can be large or run the other way;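 note: plate controls were no enzyme wells and a reference inhibitor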
JMJD2E inh: qHTS Assay for Inhibitors of Human Jumonji Domain Containing 2E (JMJD2E); Lysine-specific demethylase 4E (Homo sapiens), B2RXH2; JMJD2E catalytic domain, FDH-coupled NADH fluorescence (FDH is formaldehyde dehydrogenase); Potency, µM (highest dose often 57.1 µM), without a hit: at the top dose activity change, negative = inhibition, actives largely listed as inhibitors; 230,000 compounds, 1.6% hits; AID 2147, 2009; active = well fitted inhibition curve with a large enough effect, not every such curve was filed as active; inconclusive = small, poorly fitted or top-dose-only effect, or another doubt; inactive = no such curve, though single readings can be large or run the other way;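 note: 0% = wells with enzyme and -100% = buffer wells without enzyme; nearly all actives have a fitted effect of over 50% in size; many of its hits are not listed in these tables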
SMN2 splice enh: qHTS Assay for Enhancers of SMN2 Splice Variant Expression. HEK293 SMN2-luciferase splicing reporter, luminescence, 30-36 h. Potency, µM (doses to about 46.1 µM), inactives show at the top dose activity change, positive = activation, usual class: activators. 210,000 compounds, 2.8% hits. AID 1458, 2008; note: % of control where 0% means no effect; nearly all actives have a fitted effect of over 55% in size
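HEK293 cells carry an SMN2 […]–luciferase reporter in which exon 7 inclusion puts luciferase in frame. Cells were plated 10-12 h before compound addition, then incubated 30-36 h at 37C. ONE-Glo luminescence was read; sodium butyrate at 4.5 mM final served as control.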
RECQ1 inh: qHTS Assay for Inhibitors of RecQ-Like Dna Helicase 1 (RECQ1); RECQ1 DNA unwinding, red fluorescence kinetic read; Potency, µM (top dose mostly 57.3 µM), for inactives: at the highest dose activity, negative = inhibition, hits mostly inhibitors; ATP-dependent DNA helicase Q1 (Homo sapiens), P46063; 240,000 compounds, 0.54% hits;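 note: plate controls were vehicle for no effect and no enzyme for full effect; nearly all actives have a fitted effect of over 30% in size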
Target sequence (P46063 whole entry, looked up): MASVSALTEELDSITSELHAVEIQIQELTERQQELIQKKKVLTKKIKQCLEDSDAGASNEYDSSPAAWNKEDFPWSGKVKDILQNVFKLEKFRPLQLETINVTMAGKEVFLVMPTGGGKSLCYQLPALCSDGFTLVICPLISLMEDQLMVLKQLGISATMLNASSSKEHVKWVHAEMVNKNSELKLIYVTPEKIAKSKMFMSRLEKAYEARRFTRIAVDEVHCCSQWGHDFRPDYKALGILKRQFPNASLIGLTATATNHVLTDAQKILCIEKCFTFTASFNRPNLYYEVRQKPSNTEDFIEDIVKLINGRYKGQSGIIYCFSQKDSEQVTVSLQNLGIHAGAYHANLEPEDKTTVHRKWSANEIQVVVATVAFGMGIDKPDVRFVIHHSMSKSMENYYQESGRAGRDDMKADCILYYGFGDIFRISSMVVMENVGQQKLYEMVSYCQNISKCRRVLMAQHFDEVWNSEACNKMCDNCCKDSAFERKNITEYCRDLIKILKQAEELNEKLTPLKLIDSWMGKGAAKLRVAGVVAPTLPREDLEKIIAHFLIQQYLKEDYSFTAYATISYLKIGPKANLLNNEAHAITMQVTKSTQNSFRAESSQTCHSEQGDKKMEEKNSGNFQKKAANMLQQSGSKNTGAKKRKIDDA
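RECQ1T1 50 nM; forked duplex (20 bp + 30-nt ss tails) 200 nM, ATP 2 mM final; pH 8.0, 2 mM MgCl2, 2.5 ug/ml poly(dI-dC); 15 min compound preincubation; discontinuous kinetic read over 2 h at RT.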
TRb SRC2 PPI: qHTS for Inhibitors of the Interaction of Thyroid Hormone Receptor and Steroid Receptor Coregulator 2; Thyroid hormone receptor beta (Homo sapiens), P10828; TRbeta-SRC2 peptide binding, fluorescence polarization; receptor liganded with 1 µM T3; AID 1469, 2008; Potency, µM (top dose mostly 106 µM), for the others: at the top dose activity change, negative = inhibition, actives largely listed as inhibitors; 280,000 compounds, 0.065% hits;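 note: plate controls were bound peptide for no effect and peptide without receptor for full effect; nearly all actives have a fitted effect of over 50% in size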
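Assay buffer: 20 mM Tris-HCl, 100 mM NaCl, 10% glycerol, 1 mM EDTA, 0.01% NP-40, 1 mM DTT, 1 uM T3, 5% DMSO; TRb LBD 0.6 uM, Texas Red SRC2 20 nM; FP after 5 hr.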
GoLoco inh red: qHTS Assay for Inhibitors of RGS12 GoLoco Motif Activity (Red Fluorophore) | Gai1:RGS12 GoLoco peptide FP, rhodamine, 10 min | Potency, µM (top dose mostly 61.6 µM), for the others: at the top dose activity, negative = inhibition, usual class: inhibitors | 230,000 compounds, 0.44% hits; active = well fitted inhibition curve with a large enough effect, not every such curve was filed as active; inactive = no such curve, though single readings can be large or run the other way; note: % is set by controls: 0 for no effect and ±100 for the full control effect; nearly all actives have a fitted effect of over 30% in size; many of its hits are not listed in these tables
Target sequence (P63096 whole entry, looked up): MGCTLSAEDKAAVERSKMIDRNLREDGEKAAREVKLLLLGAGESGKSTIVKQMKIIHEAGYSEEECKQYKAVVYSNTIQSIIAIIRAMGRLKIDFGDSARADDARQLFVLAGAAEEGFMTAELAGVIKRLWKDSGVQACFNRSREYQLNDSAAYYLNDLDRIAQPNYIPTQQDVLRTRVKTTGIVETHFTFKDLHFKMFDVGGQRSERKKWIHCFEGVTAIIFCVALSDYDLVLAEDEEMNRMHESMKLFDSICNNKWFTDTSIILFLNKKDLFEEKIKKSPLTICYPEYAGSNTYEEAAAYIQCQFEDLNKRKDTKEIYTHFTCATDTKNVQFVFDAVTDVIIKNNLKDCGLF
Lamin A splicing: qHTS Assay for Modulators of Lamin A Splicing; 200,000 compounds, 0.01% hits; HeLa LMNA splicing GFP/RFP minigene ratio, 48 h; Potency, µM (highest dose often 46.1 µM), for the others: at the highest dose ratio change, negative = inhibition, hits mostly inhibitors; active = well fitted inhibition curve with a large enough effect in the signal ratio, with a control signal flat, not every such curve was filed as active; inconclusive = small, poorly fitted or top-dose-only effect, or effect the other way, or a change in a side signal; the % refers to the signal ratio; note: % is set by controls: 0 for no effect and ±100 for the full control effect
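S3 HeLa cells stably expressing lamin A-EGFP splicing minigene plus DsRed2, 600 cells/well, 48 h compound exposure at 37C. Laser-scanning cytometry; analysed as GFP (500-530 nm)/RFP (575-640 nm) total intensity ratio; 0.5% DMSO vehicle.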
TexasRed fluor: Total Fluorescence Counterscreen for Inhibitors of the Interaction of Thyroid Hormone Receptor and Steroid Receptor Coregulator 2. TRb/SRC2 Texas Red total fluorescence interference. Potency, µM (highest dose often 106 µM), inactives show top-dose fluorescence change, negative = quenching. 280,000 compounds, 0.29% hits. AID 1479, 2009; active = well fitted curve in either direction with a large enough effect; inconclusive = small, poorly fitted or top-dose-only effect; note: % is set by controls: 0 for no effect and ±100 for the full control effect
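Human TRβ ligand-binding domain (0.6 uM) and Texas Red SRC2 peptide (20 nM) in Tris buffer with 1 uM T3 and 5% DMSO were incubated with pinned compound for 5 hr at ambient temperature. Total fluorescence was computed as S + 2P (555/632 nm).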
* = called active by the depositor; i = inactive; ? = inconclusive; . = no result given; [ ] = dose if it differs, or a comment. Unless noted, calls come from the whole dose curve; as a rule, active = well fitted curve in the direction sought with a large enough effect; inconclusive = small, poorly fitted or top-dose-only effect, or another doubt; inactive = no such curve, though single readings can be large; an effect the other way counts as inactive or inconclusive. Potency is the fitted concentration of half-maximal effect.

1. CC(C)=CC(=O)OCC(=O)Nc1cccc([N+](=O)[O-])c1
2. Cc1cc(NC(=O)CN2C(=O)/C(=C/c3cccc(Br)c3)SC2=S)no1
3. CC(NC(=O)c1ccccc1)c1nc2ccccc2n1Cc1ccccc1F (stereo not drawn)
4. CC12CN3CC(C)(CN(C1)C3c1ccc(Br)cc1O)C2 (stereo not drawn)
5. O=P(COCCOCP(=O)(c1ccccc1)c1ccccc1)(c1ccccc1)c1ccccc1
6. O=C(O)C1C2C=CC(C2)C1C(=O)Nc1nccs1 (stereo not drawn)

Assay by compound	1	2	3	4	5	6
ALDH1A1 block	8.5%	0.1%	-5.1%	-10.8%	?	2.9%
JMJD2E inh	-0.5%	3.1%	-25.2%	-24.3%	0.6%	-5.8%
SMN2 splice enh	.	13.7%	-22.0%	21.9%	-8.4%	-3.3%
RECQ1 inh	-6.0%	?	-3.7%	-6.1%	i	-12.3%
TRb SRC2 PPI	-6.0%	7.0%	-6.5%	-9.4%	1.3%	2.1%
GoLoco inh red	.	17.4%	11.7%	7.6%	-3.7%	-6.5%
Lamin A splicing	-0.5%	-2.7%[9.22 µM]	-0.3%	-10.0%	-3.2%	-4.9%
TexasRed fluor	-5.2%	2.6%	2.8%	-0.2%	0.9%	-0.6%

7. Cc1cc(C)nc(SCCC(=O)N2CCOCC2)n1
8. CCCCCOc1ccc(N2C(=O)CC(N(O)c3ccccc3)C2=O)cc1 (stereo not drawn)
9. CC(C)c1ccc(-c2nc(N3CCOCC3)[nH]c(=O)c2C#N)cc1
10. Cn1c(=NC(=O)c2cccc([N+](=O)[O-])c2)sc2ccccc21
11. CCCN1C(=O)/C(=C/c2ccc(C)s2)NC1=S
12. Cc1cccc(NC(=O)CN2NS(=O)(=O)c3ccccc3C2=O)c1

Assay by compound	7	8	9	10	11	12
ALDH1A1 block	4.1%	?	-9.1%	?	8.91µM*	10µM*
JMJD2E inh	-3.7%	-13.6%	7.1%	-1.7%	6.3%	-2.0%
SMN2 splice enh	14.8%	-6.2%	-11.5%	1.58µM*	-4.2%	?
RECQ1 inh	-6.5%	-17.6%	-11.5%	-9.8%	-5.9%	-7.7%
TRb SRC2 PPI	-12.1%	-2.8%	2.0%	-1.3%	-1.5%	7.9%
GoLoco inh red	-3.4%	-7.7%	4.6%	6.7%	8.8%	-3.0%
Lamin A splicing	-13.0%	-9.7%	5.2%	-24.4%[46 µM]	-7.1%	-9.8%
TexasRed fluor	-1.4%	-4.4%	2.4%	-2.3%	-3.7%	0.5%

Exported with values under each structure: part of the list above
Values in the order: ALDH1A1 block | JMJD2E inh | SMN2 splice enh | RECQ1 inh | TRb SRC2 PPI | GoLoco inh red | Lamin A splicing | TexasRed fluor
2	Cc1cc(NC(=O)CN2C(=O)/C(=C/c3cccc(Br)c3)SC2=S)no1
 : 0.1% | 3.1% | 13.7% | ? | 7.0% | 17.4% | -2.7%[9.22 µM] | 2.6%
3	CC(NC(=O)c1ccccc1)c1nc2ccccc2n1Cc1ccccc1F (stereo not drawn)
 : -5.1% | -25.2% | -22.0% | -3.7% | -6.5% | 11.7% | -0.3% | 2.8%
4	CC12CN3CC(C)(CN(C1)C3c1ccc(Br)cc1O)C2 (stereo not drawn)
 : -10.8% | -24.3% | 21.9% | -6.1% | -9.4% | 7.6% | -10.0% | -0.2%
5	O=P(COCCOCP(=O)(c1ccccc1)c1ccccc1)(c1ccccc1)c1ccccc1
 : ? | 0.6% | -8.4% | i | 1.3% | -3.7% | -3.2% | 0.9%
6	O=C(O)C1C2C=CC(C2)C1C(=O)Nc1nccs1 (stereo not drawn)
 : 2.9% | -5.8% | -3.3% | -12.3% | 2.1% | -6.5% | -4.9% | -0.6%
7	Cc1cc(C)nc(SCCC(=O)N2CCOCC2)n1
 : 4.1% | -3.7% | 14.8% | -6.5% | -12.1% | -3.4% | -13.0% | -1.4%
8	CCCCCOc1ccc(N2C(=O)CC(N(O)c3ccccc3)C2=O)cc1 (stereo not drawn)
 : ? | -13.6% | -6.2% | -17.6% | -2.8% | -7.7% | -9.7% | -4.4%
9	CC(C)c1ccc(-c2nc(N3CCOCC3)[nH]c(=O)c2C#N)cc1
 : -9.1% | 7.1% | -11.5% | -11.5% | 2.0% | 4.6% | 5.2% | 2.4%

Laid out differently: entries from further up
Values in the order – ALDH1A1 block | JMJD2E inh | SMN2 splice enh | RECQ1 inh | TRb SRC2 PPI | GoLoco inh red | Lamin A splicing | TexasRed fluor
[6] O=C(O)C1C2C=CC(C2)C1C(=O)Nc1nccs1 (stereo not drawn)
    2.9% | -5.8% | -3.3% | -12.3% | 2.1% | -6.5% | -4.9% | -0.6%
[7] Cc1cc(C)nc(SCCC(=O)N2CCOCC2)n1
    4.1% | -3.7% | 14.8% | -6.5% | -12.1% | -3.4% | -13.0% | -1.4%

(more compounds)
13. COc1cccc(-c2cc(NCc3ccccc3)ncn2)c1
14. CN(C)Cc1c(O)c(Cl)cc2c3c(c(=O)oc12)CCCC3
15. CC(C)N(Cc1nc(-c2ccccc2)no1)C(=O)COc1ccccc1
16. O=C(CCN1CCN(Cc2ccccc2)CC1)Nc1ccccc1Cl
17. O=[n+]1c2c(n([O-])c3cc(Cl)ccc31)CCCC2
18. COc1cc2c(cc1OC)CC(=O)NC=C2

Assay by compound	13	14	15	16	17	18
ALDH1A1 block	-12.8%	?	?	-9.7%	-20.9%	-0.6%
JMJD2E inh	.	?	9.8%	-1.4%	-9.3%	-1.0%
SMN2 splice enh	.	6.5%	-32.0%[inhibitor]	-4.9%	8.4%	-0.3%
RECQ1 inh	-8.7%	1.5%	12.1%	i	-8.4%	-4.1%
TRb SRC2 PPI	.	3.9%	-8.6%	-2.3%	-2.7%	-10.2%
GoLoco inh red	4.0%	-0.2%	-15.5%	-7.7%	4.9%	-0.7%
Lamin A splicing	-8.7%	-15.3%	7.8%	14.1%	-1.8%	.
TexasRed fluor	.	-2.6%	-4.0%	-0.5%	-1.7%	-2.7%

19. COC(=O)c1cc(CNC(=O)c2cccc(Cl)c2)ccc1OC
20. CCC1C(=NO)C(CC)C(c2ccccc2)NC1c1ccccc1 (stereo not drawn)
21. Cn1cccc1Cc1nnc(SCC(=O)Nc2ccc3c(c2)OCO3)n1-c1ccc(F)cc1
22. Cc1ccc(NC(=O)COC(=O)c2ccccc2Nc2ccccc2)cc1
23. O=C(Oc1ccccc1)N1CCC2(CC1)CCN(c1ccccc1)CC2
24. CN(Cc1ccc(OCC(O)CN2CCCCC2)cc1)Cc1ccnc2ccccc12 (stereo not drawn)

Assay by compound	19	20	21	22	23	24
ALDH1A1 block	3.4%	8.1%	?	5.3%	?	?
JMJD2E inh	-2.2%	-4.7%	-4.2%	7.8%	.	1.6%
SMN2 splice enh	-9.4%	-38.4%[inhibitor]	?	-22.9%	-44.9%[inhibitor]	.
RECQ1 inh	-2.8%	i	-3.7%	-1.0%	-5.8%	i
TRb SRC2 PPI	-0.2%	3.9%	0.8%	0.5%	.	-8.9%
GoLoco inh red	2.7%	4.1%	4.5%	6.5%	5.6%	16.8%
Lamin A splicing	-9.6%	?	-8.2%	7.3%	.	.
TexasRed fluor	4.6%	-1.2%	1.6%	-2.6%	.	-4.3%

25. Clc1ccc(OCCN2CCCCC2)c(Cl)c1
26. O=C(NC(Cc1ccccc1)C(=O)NC1CC1)OCc1ccccc1 (stereo not drawn)
27. Cc1ccc(-n2nnnc2SCC(=O)NNC(=O)c2ccc([N+](=O)[O-])cc2)cc1
28. COc1ccc(N(CC(=O)N2CCCCC2)S(=O)(=O)c2ccccc2)c(OC)c1
29. O=C(COC(=O)c1cc(=O)[nH]c(=O)[nH]1)Nc1cccc(S(=O)(=O)N2CCCCC2)c1
30. O=C(OCC#CCSc1nnc(-c2ccc(Br)cc2)o1)c1ccco1
31. CCS(=O)(=O)Nc1c(C(=O)O)[nH]c2ccccc12

Assay by compound	25	26	27	28	29	30	31
ALDH1A1 block	-8.9%	9.1%	1.8%	?	3.8%	?	?
JMJD2E inh	-20.7%	6.8%	6.5%	2.9%	-3.8%	2.7%	?
SMN2 splice enh	-6.0%	-5.0%	.	7.5%	3.0%	-29.4%	-1.8%
RECQ1 inh	i	i	i	0.6%	i	5.3%	13.8%
TRb SRC2 PPI	-1.8%	6.1%	5.4%	-11.1%	5.8%	-4.0%	-0.9%
GoLoco inh red	8.6%	6.6%	49.2%[activator]	-23.2%	6.3%	3.9%	3.1%
Lamin A splicing	18.4%	12.9%[46 µM]	.	-7.3%	.	?	6.7%
TexasRed fluor	4.4%	-0.8%	?	0.5%	-2.5%	0.0%	-1.5%

Only part of the results is shown. The share of hits here may be higher or lower than overall.
